# From PubChem BioAssay
# phage Ecoli inh: growth loss of phage-infected E. coli, primary screen, RecBCD inhibitor project, absorbance, with phage, HTS; inhibition, % at 11.9 µM; 360,000 compounds, 0.26% hits; AID 651602, 2012; in the data active means inhibition above about 11%
# HTR5A inv ctr: HTR5A inverse agonists in luminescence cell assay, primary screen, counter-screen for OPRM1-OPRD1 heterodimer inverse agonist project, full-deck HTS. 5-hydroxytryptamine receptor 5A (Homo sapiens), P47898. HTR5A cell line, inverse agonism. inhibition, % at 9.3 µM. 340,000 compounds, 0.083% hits; in the data active means inhibition mostly above about 23%, no sharp cut-off; inactive means mostly below about 18%;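 further: 0% = cells with DMSO and 100% = no-cell wells with DMSO; some compounds called inactive have numbers as strong as hits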
# Target sequence (P47898 whole entry, looked up): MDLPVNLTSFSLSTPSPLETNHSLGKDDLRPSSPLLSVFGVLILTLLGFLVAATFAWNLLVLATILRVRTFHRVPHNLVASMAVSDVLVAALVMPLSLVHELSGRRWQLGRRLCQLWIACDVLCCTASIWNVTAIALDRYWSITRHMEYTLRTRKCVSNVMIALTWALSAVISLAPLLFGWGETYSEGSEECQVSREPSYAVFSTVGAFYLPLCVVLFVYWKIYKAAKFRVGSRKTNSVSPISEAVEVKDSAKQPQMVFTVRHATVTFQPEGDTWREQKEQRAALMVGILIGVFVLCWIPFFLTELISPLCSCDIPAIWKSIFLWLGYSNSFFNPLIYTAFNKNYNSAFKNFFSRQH
# Mot1-301 SUMO: yeast Mot1-301 growth rescue at high temperature, primary screen, SUMOylation pathway inhibitor project, S. cerevisiae, ATP luminescence, 38.5C; 320,000 compounds, 1% hits; growth rescue, % at 18.8 µM; AID 2716, 2010; S. cerevisiae Mot1-301 growth rescue; percent above DMSO median, 100 means doubled;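 active means every valid replicate shows activation above 250% relative to neutral control wells; inactive means the rest, any valid replicate at or below 250%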;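 further: OY570 slx delta 5 strain wells were the positive control but not used for scaling; some compounds called inactive have numbers as strong as hits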
# OPRM1-OPRD1 inv: inverse agonists of MOR-DOR heterodimerization, primary screen, cell-based, luminescence | cell-based MOR-DOR heterodimer luminescence, inverse agonism | inhibition, % at 9.3 µM | Mu-type opioid receptor (Homo sapiens) + Delta-type opioid receptor (Homo sapiens), … | 340,000 compounds, 0.21% hits | AID 504357, 2011; in the data active means inhibition above about 22%, passing the limit was not always enough;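 further: 0% = cells with DMSO and 100% = wells without cells with DMSO; values of inactives mirror those of a sister screen read the other way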
# DSG3 Ab inh: inhibitors of pemphigus antibody binding to DSG3, primary screen, biochemical, bead-based, flow cytometry, scFv-GFP; 310,000 compounds, 0.48% hits; binding (percent of control), % at 10 µM; DSG3-coupled beads, scFv-anti-DSG3-GFP binding; stronger effect = lower value; AID 588358, 2011;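 active means binding more than 3 SD below its plate's average and above zero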; further: some compounds called inactive have numbers as strong as hits
# HTR5A ag: HTR5A agonists in luminescence cell assay, primary screen, counter-screen for OPRM1-OPRD1 heterodimer agonist project, full-deck HTS; 5-hydroxytryptamine receptor 5A (Homo sapiens), P47898; cell-based; activation, % at 9.3 µM; 340,000 compounds, 0.61% hits; in the data active means activation mostly above about 9.5%, no sharp cut-off; inactive means mostly below about 7.6%;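 further: 0% = cells with vehicle only and 100% = reference agonist; strong numbers were not always called active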
# E coli growth: E. coli V3065 growth inhibition, primary screen, counter-screen for AddAB inhibitor project, absorbance, OD600 | 18 h | inhibition, % at 11.9 µM | 330,000 compounds, 0.27% hits | AID 449728, 2010;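 active means inhibition above the campaign's mean inhibition across all tested compounds plus 3 SD, cut at about 9.9% in these data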;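 further: uninfected addAB+ strain grown without phage in ampicillin broth; 0% = DMSO wells and 100% = ciprofloxacin 0.95 µg/ml wells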
# PKA-R1A activ: activators of PKA-R1A holoenzyme, primary screen, biochemical, fluorescence polarization, Cy5-IP20, bovine R1A, mouse PKAc | cAMP-dependent protein kinase type I-alpha regulatory subunit (Bos taurus) + … | PKA-R1A dissociation; scaled: DMSO 0%, 113 µM cGMP 100% | activation, % at 11.4 µM | 340,000 compounds, 0.083% hits | AID 504707, 2011;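 active means percent activation above the mean of all tested compounds plus 3 SD, cut at about 19% in these data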;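 further: higher means more PKAc released from R1A so a rise in polarization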
# PfHsp90 set2: growth inhibition of PfHsp90-expressing yeast, primary screen, antimalarial PfHsp90 inhibitor project, S. cerevisiae, BacTiter-Glo luminescence, single point, set 2 | BacTiter-Glo ATP, 48 h; yeast lacking PDR1 and PDR3 efflux regulators | 310,000 compounds, 0.32% hits | inhibition, % at 9.4 µM | AID 504621, 2011;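 active means every replicate shows inhibition above about 80%, whatever the replicate mean, limit read from the data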;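 further: 0% = DMSO neutral controls and 100% = 20 µM radicicol positive controls; yeast relying on Plasmodium falciparum Hsp90 in place of its own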
# AddAB inh: growth inhibition of E. coli expressing H. pylori AddAB, primary screen, AddAB inhibitor project, absorbance | 330,000 compounds, 0.29% hits | inhibition, % at 11.9 µM | AID 435030, 2010; in the data active means inhibition above about 12%;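 further: 0% = vehicle wells of infected cells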
# MOR-DOR ag: agonists of OPRM1-OPRD1 heterodimerization, primary screen, cell-based, luminescence; 340,000 compounds, 0.3% hits; activation, % at 9.3 µM; AID 504326, 2011; Mu-type opioid receptor (Homo sapiens) + Delta-type opioid receptor (Homo sapiens), …; cells; in the data active means activation above about 18%;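 further: 0% = vehicle-treated cells and 100% = reference agonist; values of inactives mirror those of a sister screen read the other way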
# The depositor's hits bear a star; / = not tested or not shown.
SMILES,phage Ecoli inh,HTR5A inv ctr,Mot1-301 SUMO,OPRM1-OPRD1 inv,DSG3 Ab inh,HTR5A ag,E coli growth,PKA-R1A activ,PfHsp90 set2,AddAB inh,MOR-DOR ag
CCOc1ccc(/C(O)=C2/C(=O)C(=O)N(c3ccccn3)C2c2ccc(C)cc2)c(C)c1 (stereo unspecified),-2.6,-12,94,6,107,3,-1.0,3,12,0.4,-1.3
O=C(NCc1cccnc1)C1CCN(S(=O)(=O)c2cc(Cl)ccc2Cl)CC1,0.1,-6,1,-10,102,-2,-1.4,-7,6,3.3,1.5
CN(c1cccc(NC(=O)CN(c2ccc(C34CC5CC(CC(C5)C3)C4)cc2)S(C)(=O)=O)c1)S(C)(=O)=O,/,-25,-6,-12,123,11,-0.9,6,-36,-0.3,2.6
O=C(O)/C=C/C(=O)Nc1ccc(-n2nccc2C(F)(F)F)cc1,0.7,-18,6,1,104,5,-2.2,-4,-5,-0.8,-0.1
COc1cccc(C(=O)NC(Cc2ccccc2)c2ccc3c(c2)OCCCO3)c1 (stereo unspecified),2.5,2,99,5,103,5,-4.3,-2,-20,0.2,-0.8
O=C(COC(=O)C1CC(O)CN1C(=O)Oc1ccccc1)c1ccc(Br)cc1 (stereo unspecified),1.2,24,-4,15,/,-2,0.2,-6,-7,2.4,-3.2
COc1ccc(C2CC(c3ccccc3)=NN2C(=O)COC(=O)/C=C/c2ccc(O)c(OC)c2)cc1 (stereo unspecified),0.9,-2,10,-7,93,1,-3.4,-1,7,1.5,1.4
COc1ccc(S(=O)(=O)N2CCOC23CCN(S(C)(=O)=O)CC3)cc1,2.6,5,-15,14,103,-2,2.0,3,/,3.3,-2.2
CCn1ccnc1CN(C)C(=O)C1CCC(=O)N(Cc2cccc(C(F)(F)F)c2)C1 (stereo unspecified),1.0,-2,15,4,98,1,2.6,-5,-15,3.0,-0.8
COC(=O)c1ccc(Oc2cc(C)nc(-n3nc(C)cc3C)n2)cc1,-0.6,-12,3,13,100,9,-0.8,-9,2,-0.7,-2.6
Cc1cc([N+](=O)[O-])nn1CC(=O)Nc1nc2ccccc2s1,3.1,3,/,9,110,-1,0.2,-1,/,-0.1,-1.8
COCCCNc1nc2c(c(=O)[nH]c(=O)n2C)n1CC(O)COc1ccccc1C (stereo unspecified),0.5,-21,-10,14,111,7,-3.4,-5,18,0.5,-2.7
COc1cc2c(cc1OC)C(c1ccc([N+](=O)[O-])cc1)N(C(C)=O)CC2 (stereo unspecified),0.3,2,-5,14,115,-1,/,-6,14,/,-2.9
CCn1nnc(NC(=O)c2ccco2)n1,1.8,-16,-6,12,108,6,3.0,-4,11,3.7,-2.3
O=[N+]([O-])c1cccc(S(=O)(=O)N2CCC(c3nc(-c4ccncc4)no3)CC2)c1,1.3,4,-21,4,104,0,-1.7,-3,4,0.0,-0.7
O=S(=O)(c1ccc2ccccc2c1)n1cccn1,0.9,-7,-13,16,/,2,1.1,-5,-12,-1.5,-3.0
CC(C)(C)OC(=O)C[C@@H]1C/C=C\C[C@@H](CC(=O)N(CCO)Cc2ccccc2)C(=O)N2CCC[C@@H]2COC1=O,-0.6,5,-2,16,106,4,1.9,5,-7,0.7,-2.9
CCOc1cc(-c2cn(S(=O)(=O)c3cccc4nsnc34)nc2N)cc(OCC)c1OCC,2.7,0,-2,15,104,3,-3.4,13,/,-0.2,-3.0
Cc1occc1C(=O)N/N=C/c1cccnc1,2.0,10,-9,-9,103,-4,-1.1,-5,-4,2.1,1.4
CCOC(=O)N1CCN(Cc2nnc(-c3cccc(Br)c3)o2)CC1,-2.5,-1,77,13,109,0,0.7,-1,14,-0.8,-3.0
CN(CC(=O)Nc1c(Cl)cccc1Cl)C(=O)CNC(=O)c1ccc2ccccc2c1,2.1,20,-4,7,91,-6,0.7,2,/,-1.2,-1.4
O=C1Nc2ccccc2C12OCC(COc1ccc(Cl)cc1)O2 (stereo unspecified),0.2,-7,-12,-12,88,1,2.6,-7,/,1.8,2.2
CCOC(=O)C1=C(CNC2CCCCC2)NC(=O)NC1c1cc(C)ccc1C (stereo unspecified),-0.4,8,-17,-7,104,-3,-1.1,5,9,2.1,1.1
O=S(=O)(Nc1cccc(-n2cnnn2)c1)c1cccc(Cl)c1,0.3,4,3,14,105,-1,1.4,-9,3,3.3,-2.9
CSc1nc(/C=C2\C=Nc3ccccc32)c(O)n1C,0.7,-3,0,1,100,1,-1.0,0,14,3.2,-0.1

# Full records, looked up by structure. Order of screens: phage Ecoli inh, HTR5A inv ctr, Mot1-301 SUMO, OPRM1-OPRD1 inv, DSG3 Ab inh, HTR5A ag, E coli growth, PKA-R1A activ, PfHsp90 set2, AddAB inh, MOR-DOR ag
# Listed for `Cc1cc([N+](=O)[O-])nn1CC(=O)Nc1nc2ccccc2s1` = 3.1, 3, /, 9, 110, -1, 0.2, -1, /, -0.1, -1.8
# Listed for `CC(C)(C)OC(=O)C[C@@H]1C/C=C\C[C@@H](CC(=O)N(CCO)Cc2ccccc2)C(=O)N2CCC[C@@H]2COC1=O` = -0.6, 5, -2, 16, 106, 4, 1.9, 5, -7, 0.7, -2.9
# Listed for `O=C1Nc2ccccc2C12OCC(COc1ccc(Cl)cc1)O2` (stereo unspecified) = 0.2, -7, -12, -12, 88, 1, 2.6, -7, /, 1.8, 2.2

# Individual results from above.
# COC(=O)c1ccc(Oc2cc(C)nc(-n3nc(C)cc3C)n2)cc1 in AddAB inh → -0.7
# CCOC(=O)C1=C(CNC2CCCCC2)NC(=O)NC1c1cc(C)ccc1C (stereo unspecified) in PKA-R1A activ → 5

# More entries follow.
SMILES,phage Ecoli inh,HTR5A inv ctr,Mot1-301 SUMO,OPRM1-OPRD1 inv,DSG3 Ab inh,HTR5A ag,E coli growth,PKA-R1A activ,PfHsp90 set2,AddAB inh,MOR-DOR ag
Cc1sc2nc(C)n(/N=C/c3ccc(O)cc3)c(=O)c2c1C,1.7,-11,2,-2,/,3,-1.4,-4,/,0.3,0.4
CC(C)CNS(=O)(=O)c1ccc(CCC(=O)NCC2CCCO2)cc1 (stereo unspecified),2.7,-29,-5,-14,116,8,-4.0,-4,-35,-5.2,2.5
CCSc1nnc(NC(=O)C2CC(=O)N(Cc3ccccc3)C2)s1 (stereo unspecified),1.1,-4,25,0,122,2,0.2,-1,/,6.8,0.0
CCOc1ccc(C(=O)NNC(=O)CCNC(=O)c2ccco2)cc1OC,4.8,17,2,-3,97,-7,0.1,-3,-12,-1.2,0.5
COc1ccccc1NC(=O)C(=O)N(c1cccnc1)C(C(=O)NC(C)(C)C)c1ccccc1 (stereo unspecified),1.6,-28,53,4,98,3,-0.6,-20,-5,1.6,-0.7
O=C(c1cccc(S(=O)(=O)N2CCCCC2)c1)N1CCN(S(=O)(=O)c2ccc(F)cc2)CC1,1.2,-14,78,-3,105,4,-1.0,5,32,4.0,0.7
OCOCCCn1c(C2CCCN2c2nc(-c3ccc(F)cc3)cs2)nc2cc(Cl)c(N3CCCCC3)cc21 (stereo unspecified),0.8,-2,-32,-1,99,1,-1.5,-6,-1,2.3,0.1
CC(=O)Nc1ccc(S(=O)(=O)NNC(=O)c2ccc(S(=O)(=O)N3CCCCC3)cc2)cc1,1.6,20,-1,17,116,2,0.2,-3,/,-0.1,-3.1
CCOc1ccc(NC(=S)N2CCN(S(=O)(=O)c3ccccc3)CC2)cc1,-0.4,11,19,-128,111,-4,/,-6,34,/,31*
CCOc1ccc(OCC)c(NC(=O)CN(C)S(=O)(=O)c2ccc3nc(C)sc3c2)c1,2.1,-1,-10,11,110,3,-0.5,-6,3,1.7,-2.0
COc1ccc(CCNC(=O)c2ccco2)cc1,0.9,-13,11,-3,117,3,-0.6,-8,6,3.5,0.7
COc1cc(/C=N/Nc2cccc3cccnc23)cc(OC)c1O,1.1,-1,28,-13,93,1,-2.1,-4,3,1.1,2.7
S=c1[nH]c2cc(Cl)c3cccnc3c2o1,0.8,16,142,-41,112,-4,-3.1,-1,-10,2.5,8.2
Cc1ccc(C)c(N(C(=O)Cn2nnc3ccccc32)C(C(=O)NCc2ccco2)c2ccncc2)c1 (stereo unspecified),2.1,10,4,4,94,-4,2.4,6,36,2.4,-0.6
O=C(CCCn1c(=S)[nH]c2ccccc2c1=O)NCCSCc1ccccc1,2.4,-10,7,2,119,4,2.8,-19,/,3.0,-0.3
CCOc1ccc(N(CC(=O)Nc2ccc(C)c(C)c2)S(C)(=O)=O)cc1,0.6,7,271,4,117,-3,-1.5,-3,-12,3.6,-0.7
Cc1ccc2oc(=O)c3cnn(CC(=O)N(Cc4ccco4)C4CCCCC4)c3c2c1,1.2,5,4,4,98,-2,1.6,12,2,2.4,-0.7
CCOC(=O)Cc1csc(SCC(=O)Nc2ccc(C)cc2F)n1,5.5,-15,/,-3,105,5,/,0,/,/,0.5
O=C(c1ccccc1F)N1CCN(CC2CC3C=CC2C3)CC1 (stereo unspecified),0.8,1,3,3,86,0,1.3,-13,16,3.5,-0.5
O=C(CNc1ccccc1F)Nc1cccc(S(=O)(=O)N2CCCCC2)c1,-2.7,-10,/,23,96,4,/,-9,/,/,-4.4
COC(=O)c1scc(C)c1N/N=C(\C)c1ccc(F)cc1F,4.5,7,175,-3,113,-2,0.5,6,0,1.7,0.4
CCCCS(=O)CC(COCc1ccccc1)OC(=O)CSc1nc(C)cc(C)n1 (stereo unspecified),1.1,6,5,-7,100,-3,0.6,4,10,0.5,1.2
CC(=O)CSc1ncnc2nc[nH]c12,2.3,22,9,2,107,-2,1.4,8,19,3.9,-0.4
CC(OC(=O)/C=C/c1cccs1)C(=O)Nc1ccc(C(N)=O)cc1 (stereo unspecified),0.6,3,-15,-11,100,-1,0.7,-15,1,0.7,2.6

# An excerpt of these results, with bars between the fields.
smiles | phage Ecoli inh | HTR5A inv ctr | Mot1-301 SUMO | OPRM1-OPRD1 inv | DSG3 Ab inh | HTR5A ag | E coli growth | PKA-R1A activ | PfHsp90 set2 | AddAB inh | MOR-DOR ag
Cc1sc2nc(C)n(/N=C/c3ccc(O)cc3)c(=O)c2c1C | 1.7 | -11 | 2 | -2 | / | 3 | -1.4 | -4 | / | 0.3 | 0.4
COc1ccccc1NC(=O)C(=O)N(c1cccnc1)C(C(=O)NC(C)(C)C)c1ccccc1 (stereo unspecified) | 1.6 | -28 | 53 | 4 | 98 | 3 | -0.6 | -20 | -5 | 1.6 | -0.7
